PLC-beta3 inh: human PLC-beta3 inhibitors, primary screen, biochemical, fluorescence; Purified PLC-beta3, fluorogenic substrate; 1-phosphatidylinositol 4,5-bisphosphate phosphodiesterase beta-3 (Homo sapiens), Q01970; 370,000 compounds, 0.18% hits; inhibition, % at 12.2 µM; in the data active means inhibition above about 11%;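 further: 0% = median of compound wells on plate and 100% = full blocker control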
ADAM10 inh: human ADAM10 inhibitors, primary screen, biochemical, QFRET, HTS; 370,000 compounds, 0.62% hits; inhibition, % at 7 µM; recombinant ADAM10, EDANS/DABCYL FRET peptide cleavage, 3 h; AID 720582, 2013;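 active means inhibition above a per-campaign cutoff equal to the mean of compounds falling between control-based bounds plus 3 SD, cut at about 20% in these data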;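 further: 0% = DMSO wells while the 100% control is not disclosed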
ADAM17 inh: ADAM17 inhibitors, primary screen, biochemical, QFRET. Disintegrin and metalloproteinase domain-containing protein 17 (Homo sapiens), P78536. inhibition, % at 6.95 µM. 370,000 compounds, 0.83% hits. recombinant ADAM17, EDANS/DABCYL FRET peptide cleavage;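 active means inhibition above the mean of compounds lying between control limits plus 3 SD, set per campaign, cut at about 8.5% in these data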;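 further: 0% = DMSO-only wells as the low control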
Target sequence (P78536 215-824 limits assumed): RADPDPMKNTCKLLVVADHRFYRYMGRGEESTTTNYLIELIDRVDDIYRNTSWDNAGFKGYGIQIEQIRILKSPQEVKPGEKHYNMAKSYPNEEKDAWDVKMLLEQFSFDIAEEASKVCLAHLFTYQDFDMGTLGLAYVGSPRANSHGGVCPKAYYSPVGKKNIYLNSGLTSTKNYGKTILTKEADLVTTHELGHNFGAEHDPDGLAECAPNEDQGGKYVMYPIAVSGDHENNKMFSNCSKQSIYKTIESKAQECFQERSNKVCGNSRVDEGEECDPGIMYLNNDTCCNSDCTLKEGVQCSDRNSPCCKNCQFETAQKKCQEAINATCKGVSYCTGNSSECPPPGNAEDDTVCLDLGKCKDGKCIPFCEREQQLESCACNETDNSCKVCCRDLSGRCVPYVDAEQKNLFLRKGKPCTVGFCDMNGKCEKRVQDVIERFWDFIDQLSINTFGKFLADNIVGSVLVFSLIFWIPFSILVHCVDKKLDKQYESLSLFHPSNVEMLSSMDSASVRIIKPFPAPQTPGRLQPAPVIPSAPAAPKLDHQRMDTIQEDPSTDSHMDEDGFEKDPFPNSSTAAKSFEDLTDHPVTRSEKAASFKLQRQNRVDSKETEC
ssDAF12 agonist: S. stercoralis DAF-12 nuclear receptor activators, primary screen, cell-based, luminescence, HEK293, GRIP1 co-expression, lit1-tk-luc | Nuclear hormone receptor DAF-12 (Strongyloides stercoralis) | HEK293 ssDAF-12/GRIP1 lit1-tk-luc reporter; % of 3 µM dafachronic acid response | activation, % at 6.8 µM | 370,000 compounds, 1% hits;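 active means activation above the mean over all tested compounds plus 3 SD, cut at about 0.9% in these data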;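 further: 0% = DMSO-only wells and 100% = 3 µM delta7-dafachronic acid wells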
PLC-gamma1 inh: PLC-gamma1 enzyme inhibitors, primary screen, biochemical, fluorescence, purified enzyme | 1-phosphatidylinositol 4,5-bisphosphate phosphodiesterase gamma-1 (Homo sapiens), P19174 | fluorogenic substrate | inhibition, % at 12.2 µM | 370,000 compounds, 0.84% hits | AID 720700, 2013; in the data active means inhibition above about 9.5%
FXN GAA850 act: FXN promoter activators, primary screen, cell-based, luciferase luminescence, HEK293 lucGAA850; HEK293 lucGAA850 FXN promoter luciferase reporter, 24 h; percent of 10 µM SAHA response; activation, % at 6 µM; 360,000 compounds, 0.56% hits; AID 540364, 2011;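 active means activation above the average of all compounds screened plus 3 SD, cutoff fixed separately per campaign, cut at about 7.5% in these data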;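 further: 0% = DMSO wells and 100% = 10 µM SAHA wells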
hcDAF12 agonist: H. contortus DAF-12 nuclear receptor activators, primary screen, cell-based, luminescence, HEK293, lit1-tk-luc reporter; HEK293 hcDAF-12 lit1-tk-luc reporter; 0% DMSO, 100% Δ7-dafachronic acid; activation, % at 6.8 µM; 370,000 compounds, 1.4% hits;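 active means activation above the mean of all tested compounds plus 3 SD, cut at about 5.5% in these data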;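 further: 100% = response to 3 µM Δ7-dafachronic acid high control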
HGIII-sPLA2 inh: human group III sPLA2 inhibitors, primary screen, biochemical, QFRET, BODIPY PC-A2 liposome substrate; Group 3 secretory phospholipase A2 (Homo sapiens), Q9NZ20; QFRET BODIPY PC-A2 liposome hydrolysis, fluorescence; inhibition, % at 12.2 µM; 370,000 compounds, 0.56% hits;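 active means inhibition above mean plus 3 SD of compounds lying within the high and low control bounds, cut at about 19% in these data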;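 further: 0% = median of test compound wells and 100% = no enzyme DMSO wells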
Target sequence (Q9NZ20 whole entry, looked up): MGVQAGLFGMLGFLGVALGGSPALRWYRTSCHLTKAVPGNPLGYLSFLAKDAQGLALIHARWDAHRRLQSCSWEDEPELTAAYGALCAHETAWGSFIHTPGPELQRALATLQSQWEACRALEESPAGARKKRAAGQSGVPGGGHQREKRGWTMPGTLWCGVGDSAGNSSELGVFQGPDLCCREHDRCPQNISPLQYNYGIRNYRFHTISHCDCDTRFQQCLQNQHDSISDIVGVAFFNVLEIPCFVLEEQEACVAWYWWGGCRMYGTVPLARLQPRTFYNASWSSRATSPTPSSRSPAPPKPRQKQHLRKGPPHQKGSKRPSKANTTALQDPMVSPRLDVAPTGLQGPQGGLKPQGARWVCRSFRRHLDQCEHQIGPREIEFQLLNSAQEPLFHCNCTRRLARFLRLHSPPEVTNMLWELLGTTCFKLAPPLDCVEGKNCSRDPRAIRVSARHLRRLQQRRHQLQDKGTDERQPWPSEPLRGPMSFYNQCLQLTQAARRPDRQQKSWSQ
DAX1 inh-1: DAX1 (NR0B1) inhibitors on StAR promoter, primary screen, cell-based, luminescence, SF-1 (NR5A1), full-length DAX-1. HEK293T StAR-luciferase reporter, SF-1/DAX-1 repression relief. inhibition, % at 6.8 µM. 370,000 compounds, 1.1% hits. AID 652010, 2013;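 active means inhibition above the mean over all tested compounds plus 3 SD, cut at about 3.6% in these data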;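 further: 0% = DAX-1 cells with DMSO and 100% = cells lacking DAX-1 with DMSO; higher inhibition means more luminescence from relief of DAX-1 repression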
DAX1 inh-2: DAX1 (NR0B1) inhibitors, primary screen, cell-based, HEK293, Gal4-DAX1, luciferase luminescence | Nuclear receptor subfamily 0 group B member 1 (Homo sapiens), P51843 | HEK293 Gal4-DAX1 luciferase reporter | inhibition, % at 6.75 µM | 340,000 compounds, 0.99% hits | AID 504766, 2011;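 active means inhibition above the mean over all tested compounds plus 3 SD, cut at about 4.2% in these data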;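 further: 0% = DAX1-transfected cells with DMSO and 100% = empty-vector control cells with DMSO; inhibition shows as a rise in luminescence from relieved DAX1 repression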
hgDAF12 agonist: H. glycines DAF-12 receptor agonists, primary screen, cell-based, luminescence, HEK293, GAL4 fusion, UAS-luciferase; HEK293 GAL4-hgDAF12 UAS-luciferase reporter, agonist luminescence; normalized to butyrate control; 370,000 compounds, 1.8% hits; Nuclear hormone receptor DAF-12 (Heterodera glycines), GAL4 fusion; activation, % at 6.8 µM;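 active means activation above a cutoff set at the mean of all screened compounds plus 3 SD, cut at about 10% in these data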;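 further: 0% = DMSO wells and 100% = sodium butyrate wells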
Numbers without * were called inactive; . = not tested or not shown.

SMILES	PLC-beta3 inh	ADAM10 inh	ADAM17 inh	ssDAF12 agonist	PLC-gamma1 inh	FXN GAA850 act	hcDAF12 agonist	HGIII-sPLA2 inh	DAX1 inh-1	DAX1 inh-2	hgDAF12 agonist
CC(C)CN(C(=O)COc1ccc([N+](=O)[O-])cc1)c1c(N)n(CC(C)C)c(=O)[nH]c1=O	-3	-4	-1	-1.2	2	-0.7	0.6	0	-0.6	1.8	0.7
O=C(N=c1ccn(-c2nc3ccccc3nc2NS(=O)(=O)c2ccccc2)cc1)c1cccs1	-5	-5	-6	-1.7	-3	-2.4	0.7	-3	-0.1	-0.7	-3.2
COc1ccc(CNC(=O)CN(C)S(=O)(=O)c2ccc3c(c2)OCCO3)cc1OC	-3	-7	-10	-0.4	4	2.6	-0.8	13	-1.8	0.9	-1.1
CCCCn1c(N)c(N(CCOC)C(=O)CN2C(=O)c3ccccc3C2=O)c(=O)[nH]c1=O	-11	-20	-5	-0.5	-1	0.5	-1.6	-5	0.5	0.2	0.5
Cc1ccc(C(=O)O/N=C2\CCSc3ccc(C)cc32)cc1	0	-1	-1	0.1	2	-0.9	0.5	-3	-0.7	2.6	4.6
CCCc1cc(C(=O)Nc2ccc(OC)cc2[N+](=O)[O-])cs1	-7	-4	-3	-0.8	2	4.2	-1.0	6	-0.2	2.5	2.1
COc1cccc(-n2cc3c(c2-c2ccccc2)c(=O)n(C)c(=O)n3C)c1	-34	-9	-1	0.0	-21	1.1	2.4	-3	-0.9	1.1	2.0
COc1ccc(N=C2SC(C(N)=O)CC(=O)N2Cc2ccc3c(c2)OCO3)cc1 (centres undefined)	-2	7	-2	-0.7	-2	-1.1	-1.3	-13	-0.2	-0.2	-1.2
O=C1CN(C(=O)CN2CCN(S(=O)(=O)c3ccccc3F)CC2)c2ccccc2N1	1	-2	-3	-1.6	0	-1.5	0.2	-5	-0.1	1.8	-2.4
N#CC1(NC(=O)COC(=O)C2=COCCO2)CCCCC1	0	-1	-1	-1.7	-2	1.5	0.3	-2	-0.7	0.2	-1.7
CC1(C(=O)NS(=O)(=O)Cc2ccccc2C(F)(F)F)CCN1C(=O)Cc1ccccc1 (centres undefined)	-2	-20	-3	-1.7	3	0.2	0.3	11	0.5	.	-1.3
Cc1ccc2ccccc2c1CSc1nc(N)nc2c1ncn2CC(C)C	0	9	5	-0.8	-1	1.9	-2.4	-10	-0.8	-1.2	-6.2
O=C(O)Cn1c(SCc2cccc3ccccc23)nc2ccccc21	-4	-3	-1	-0.4	-2	-0.1	6.1*	-16	0.1	-0.4	1.1
O=C(c1ccco1)N1CCN(CC(=O)N2c3ccccc3CCc3ccccc32)CC1	0	-16	-3	-1.4	4	0.5	-1.0	8	-0.5	-0.6	-1.6
N#C/C(=C/c1ccc(O)c([N+](=O)[O-])c1)C(=O)Nc1ccccc1	4	5	3	-0.8	5	-4.2	1.1	-16	-0.7	0.0	-0.2
C=CCNCCCOc1ccc(Cl)cc1Br	6	2	0	-1.1	2	2.4	0.7	2	1.0	1.4	4.7
COC(=O)c1cc(-n2cccc2)ccc1N1CCOCC1	-15	-3	1	-1.1	-2	0.3	-0.6	-3	0.5	-2.3	-1.0
CCOC(=O)Nc1ccc2c(c1)N(C(=O)CCN(CC)CC)c1ccccc1S2=O (centres undefined)	-6	-3	-2	-1.6	-1	6.8	-3.5	5	-1.4	-1.2	-7.5
CCN(CC)C(=O)C1=C(C)N(Cc2ccc(F)cc2)C(=O)C(CC(=O)NCCCCc2ccccc2)C1 (centres undefined)	-4	-23	1	-0.5	-1	1.3	0.2	0	-0.7	0.9	-1.4
COc1ccc(CN2CCC[C@]3(N[C@H](c4ccc(OC)cc4)[C@@H]4C(=O)N(C)C(=O)[C@@H]43)C2=O)cc1	-3	-9	-5	-1.0	0	0.2	2.0	14	0.7	0.9	3.9

Reprinted from the results shown, 2 compounds:
SMILES	PLC-beta3 inh	ADAM10 inh	ADAM17 inh	ssDAF12 agonist	PLC-gamma1 inh	FXN GAA850 act	hcDAF12 agonist	HGIII-sPLA2 inh	DAX1 inh-1	DAX1 inh-2	hgDAF12 agonist
CC(C)CN(C(=O)COc1ccc([N+](=O)[O-])cc1)c1c(N)n(CC(C)C)c(=O)[nH]c1=O	-3	-4	-1	-1.2	2	-0.7	0.6	0	-0.6	1.8	0.7
O=C(N=c1ccn(-c2nc3ccccc3nc2NS(=O)(=O)c2ccccc2)cc1)c1cccs1	-5	-5	-6	-1.7	-3	-2.4	0.7	-3	-0.1	-0.7	-3.2

More compounds follow.
SMILES	PLC-beta3 inh	ADAM10 inh	ADAM17 inh	ssDAF12 agonist	PLC-gamma1 inh	FXN GAA850 act	hcDAF12 agonist	HGIII-sPLA2 inh	DAX1 inh-1	DAX1 inh-2	hgDAF12 agonist
COCCN(Cc1cc2cc3c(cc2nc1Cl)OCO3)C(=O)c1ccc(C)cc1	1	-8	0	-1.8	3	2.5	-4.1	-9	-1.3	-2.7	-4.2
CN(C)c1nc(N)c2ncc(=S)[nH]c2n1	-83	-49	-15	-0.7	-71	4.2	-0.7	1	0.0	1.3	-3.1
C=CCSc1nnc(NC(=O)c2cccc(S(=O)(=O)N3CCOCC3)c2)s1	-8	-3	-1	-1.1	-7	-1.8	-0.5	-2	0.1	2.6	-2.7
O=C(Nc1cccc(F)c1)NC1(C(=O)N2CCC(O)CC2)CCCCC1	-8	7	-1	-0.8	-1	0.9	-1.0	3	0.2	0.0	-0.7
CN1CCC(=O)N([C@H](CSc2ccc(Br)cc2)Cc2ccccc2)CC1	-1	-6	-6	-1.2	1	-1.6	-0.6	-6	-0.2	-0.1	0.7
CC(=O)c1c(C)[nH]c(C)c1C(C)=O	0	-7	3	-1.4	-1	-5.1	-2.2	7	0.8	1.8	0.6
Cc1ccccc1N=Nc1c(N)[nH]n(-c2ccccc2)c1=O	3	4	3	0.7	3	.	6.8*	9	2.2	.	8.2
N#CCc1nn(Cc2ccc(F)cc2)c(=O)c2ccccc12	-4	2	2	-0.6	1	-0.6	-0.4	-26	0.1	-0.6	-1.6
COc1ccc(S(=O)(=O)N2CCN(C(=O)CCNC(=O)c3ccccc3Cl)CC2)cc1	-3	-4	-1	-0.6	-1	2.8	0.3	-1	2.9	-0.4	0.2
NC(=O)C1CCN(c2nc(-c3ccc(Oc4ccccc4)cc3)cs2)CC1	0	12	4	-1.9	1	.	0.0	4	.	.	2.2
CC(NC(=O)C(Cc1ccccc1)n1cccc1)c1ccccc1 (centres undefined)	-7	4	-1	-1.5	1	-1.1	-2.3	-59	-0.3	0.0	-4.2
COC(CNC(=O)Cc1c(C)nc2c(-c3ccccc3)c(C)nn2c1C)OC	-19	-4	0	-1.3	-15	-0.7	-0.6	-3	0.5	-0.5	-3.2
COc1ccc2c(c1)c(C(=O)CNc1nc(C)cs1)c(C)n2C	-11	-24	-14	-0.5	-11	3.1	2.1	14	-0.4	-0.4	-0.1
COCOc1cccc(CN2CCC2(C)C(=O)Nc2ccc3c(c2)OCO3)c1 (centres undefined)	-1	-2	-2	-2.0	-1	1.7	-0.3	-3	-1.0	.	0.4
Cc1cc(C(=O)NP(=O)(N2CC(C)OC(C)C2)N2CC(C)OC(C)C2)c(C)n1C1CC1 (centres undefined)	1	-1	-2	-0.4	-5	-3.3	1.0	-4	0.9	-0.7	-3.5
Cc1ccc(C(=O)NN2C(=O)C3C4C=CC(C5CC45)C3C2=O)cc1 (centres undefined)	3	-1	-6	-0.5	-2	2.0	-1.2	-2	0.4	0.5	3.1
CCCOC(=O)NC1C(NC(=O)OCCC)N(C)C(=O)N1C (centres undefined)	3	0	2	-1.0	-31	1.1	-1.3	-4	-0.3	1.2	0.7
O=C(NCCNc1ccccc1[N+](=O)[O-])c1cc(F)c(F)cc1Cl	2	8	5	-0.3	3	4.2	1.5	3	1.1	2.1	4.8
COc1ccc(-n2cnnc2SCC(=O)N2CCN(c3ccccc3)CC2)cc1	2	3	-4	-1.7	1	-1.2	-1.6	-2	-0.1	-0.5	0.8
CCOc1ccccc1NC(=O)c1cc(C(=O)c2cc(OC)ccc2O)coc1=N	-4	0	-1	-0.8	-3	0.2	-2.5	-12	0.8	-1.2	-3.0
CCC(C(=O)N1CCN(S(C)(=O)=O)CC1)c1ccccc1 (centres undefined)	0	2	-5	-1.9	-2	-2.6	-1.5	7	-0.3	-0.3	-3.0
NS(=O)(=O)c1ccc(CNC(=O)c2cccnc2Cl)cc1	-1	-6	-5	-0.9	0	0.7	-0.9	3	-0.3	1.4	0.1
CC1CN(Cc2nc3ccccc3c(=O)[nH]2)CC(C)O1 (centres undefined)	0	-4	-4	-1.1	3	1.0	-1.4	11	0.6	.	-0.9
CC(C)c1ccc(CN(C(=O)c2cc3ccccc3oc2=O)C2CCS(=O)(=O)C2)cc1 (centres undefined)	-2	-17	-7	-0.8	-1	0.6	-0.3	-16	-0.2	-0.3	0.9
Cc1cc(C)cc(NC(=O)CSc2nnc(NC(=O)C3CC3)s2)c1	-1	-6	-2	-0.4	1	1.1	0.8	-2	-0.1	0.6	0.8
COc1ccccc1/C=C/C1=NC(=C\C=C/c2ccccc2)/C(=O)O1	1	-3	2	-0.8	-1	1.2	-1.4	-53	-0.1	-0.8	3.6
CCn1c(C(=O)NC(C)c2ccc3c(c2)OCCO3)cc2sccc21 (centres undefined)	-1	1	1	-1.9	1	1.5	-4.5	-6	-1.1	-0.2	-2.6
O=C(Nc1ccc2c(c1)OCCO2)Nc1ccc2c(c1)OCO2	-13	-2	-1	3.1*	0	0.2	9.2*	-5	5.4*	-0.5	22*
COC(=O)/C(N=Nc1cccc(C(F)(F)F)c1)=C(\C)O	0	-1	-4	-1.4	1	-0.1	-1.0	5	-0.6	-0.5	0.0

ssDAF12 agonist: entries above that show a hit
| Structure | PLC-beta3 inh | ADAM10 inh | ADAM17 inh | ssDAF12 agonist | PLC-gamma1 inh | FXN GAA850 act | hcDAF12 agonist | HGIII-sPLA2 inh | DAX1 inh-1 | DAX1 inh-2 |
| --- | --- | --- | --- | --- | --- | --- | --- | --- | --- | --- |
| O=C(Nc1ccc2c(c1)OCCO2)Nc1ccc2c(c1)OCO2 | -13 | -2 | -1 | 3.1* | 0 | 0.2 | 9.2* | -5 | 5.4* | -0.5 |

Screens as filed in PubChem.
